AddAB inh = less growth of phage-infected E. coli with AddAB; E. coli expressing H. pylori AddAB, absorbance growth; inhibition, % at 11.9 µM; hit rate 0.29% among 330,000; in the data active means inhibition above about 12%;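 further: 0% = vehicle wells of infected cells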
Tat transport = blocks Tat-dependent protein export in E. coli. inhibition, % at 10 µM. E. coli MC4100 TorA-mCherry Tat export, fluorescence. AID 488895. hit rate 0.036% among 340,000;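 active means mean replicate inhibition at least 50% and at least half of replicates individually reaching 50%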;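 further: exported cargo escapes ClpAP degradation while cytoplasmic cargo is degraded and loses fluorescence; 0% = median of neutral control wells and 100% = median of NaSCN control wells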
HTR5A ag = counter-screen for OPRM1-OPRD1 agonists: human HTR5A agonism; activation, % at 9.3 µM; P47898; HTR5A agonist assay, luminescence, cell-based; hit rate 0.61% among 340,000; in the data active means activation mostly above about 9.5%, no sharp cut-off; inactive means mostly below about 7.6%;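 further: 0% = cells with vehicle only and 100% = reference agonist; strong numbers were not always called active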
PKA-R2B activ = activates the human PKA-R2B holoenzyme complex. hit rate 0.079% among 340,000. P22694+P31323. activation, % at 11.4 µM. AID 504700. PKA-R2B holoenzyme dissociation, Cy5-IP20 fluorescence polarization; R2B truncated from residue 108, S112A mutant; 0% DMSO only, 100% 113 µM cGMP;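 active means activation above a cutoff set at the mean over all compounds plus 3 SD, cut at about 18% in these data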;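 further: higher means more holoenzyme dissociation and a rise in polarization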
Mot1-301 SUMO = inhibitors of SUMOylation pathway: yeast Mot1-301 growth rescue. growth rescue, % at 18.8 µM. hit rate 1% among 320,000. AID 2716. S. cerevisiae Mot1-301 growth rescue, ATP luminescence, 38.5C; percent above DMSO median, 100 means doubled;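 active means every valid replicate shows activation above 250% relative to neutral control wells; inactive means the rest, any valid replicate at or below 250%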;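 further: OY570 slx delta 5 strain wells were the positive control but not used for scaling; some compounds called inactive have numbers as strong as hits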
Ecoli viability = reduces bacterial viability in AddAB counter-screen; E. coli V3065 growth, OD600 absorbance, 18 h; inhibition, % at 11.9 µM; hit rate 0.27% among 330,000;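 active means inhibition above the campaign's mean inhibition across all tested compounds plus 3 SD, cut at about 9.9% in these data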;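 further: uninfected addAB+ strain grown without phage in ampicillin broth; 0% = DMSO wells and 100% = ciprofloxacin 0.95 µg/ml wells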
phage Ecoli inh = E. coli growth loss with phage present; growth absorbance; inhibition, % at 11.9 µM; hit rate 0.26% among 360,000; AID 651602; in the data active means inhibition above about 11%
HTR5A inv ag = inverse agonist of human HTR5A in OPRM1-OPRD1 counter-screen | P47898 | HTR5A cell line, luminescence, inverse agonism | AID 504634 | hit rate 0.083% among 340,000 | inhibition, % at 9.3 µM; in the data active means inhibition mostly above about 23%, no sharp cut-off; inactive means mostly below about 18%;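 further: 0% = cells with DMSO and 100% = no-cell wells with DMSO; some compounds called inactive have numbers as strong as hits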
PKA-R1A act = PKA-R1A complex activation. P00514+P68181. PKA-R1A dissociation, Cy5-IP20 fluorescence polarization; scaled: DMSO 0%, 113 µM cGMP 100%. hit rate 0.083% among 340,000. AID 504707. activation, % at 11.4 µM;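 active means percent activation above the mean of all tested compounds plus 3 SD, cut at about 19% in these data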;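 further: higher means more PKAc released from R1A so a rise in polarization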
DAGLB inh = diacylglycerol lipase beta (human) inhibition. HEK293T DAGLB membrane lysate, EnzChek fluorogenic substrate. Q8NCG7. inhibition, % at 5.17 µM. hit rate 0.059% among 340,000; in the data active means inhibition above about 34%;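 further: 0% = enzyme with vehicle and 100% = wells lacking enzyme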
CDK5 p35 inh = inhibitors of human CDK5/p35 kinase. Recombinant CDK5/p35, ADP-Glo luminescence, 60 min. inhibition, % at 10 µM. hit rate 0.01% among 330,000. AID 488839;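 active means highest replicate inhibition of at least 50% and at least 75% of replicates reaching 50%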;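 further: plate controls were DMSO neutral control for no effect and GW8510 at 10 µM for full effect; many of its hits are not listed in these tables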
Target sequence (Q00535 whole entry, looked up): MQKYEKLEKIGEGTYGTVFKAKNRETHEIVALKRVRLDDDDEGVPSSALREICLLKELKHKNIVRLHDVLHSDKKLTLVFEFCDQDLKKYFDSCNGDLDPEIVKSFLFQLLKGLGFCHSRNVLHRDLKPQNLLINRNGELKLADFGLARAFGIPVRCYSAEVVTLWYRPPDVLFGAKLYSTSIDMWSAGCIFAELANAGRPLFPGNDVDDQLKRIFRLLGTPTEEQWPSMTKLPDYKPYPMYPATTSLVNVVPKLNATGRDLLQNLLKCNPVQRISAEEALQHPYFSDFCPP
Target sequence (Q15078 whole entry, looked up): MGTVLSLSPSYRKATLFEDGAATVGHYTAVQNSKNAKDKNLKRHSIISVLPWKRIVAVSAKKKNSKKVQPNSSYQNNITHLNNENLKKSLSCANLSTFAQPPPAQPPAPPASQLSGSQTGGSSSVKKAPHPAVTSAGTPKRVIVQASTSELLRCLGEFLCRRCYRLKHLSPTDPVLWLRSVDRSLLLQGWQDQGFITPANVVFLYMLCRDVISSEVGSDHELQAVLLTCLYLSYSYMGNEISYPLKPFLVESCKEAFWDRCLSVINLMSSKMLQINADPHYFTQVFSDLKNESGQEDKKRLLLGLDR
Starred values were filed as active, the others as inactive; · = not tested or not shown. This is a random part of the collection; overall some 2.3% were active at least once.

SMILES	AddAB inh	Tat transport	HTR5A ag	PKA-R2B activ	Mot1-301 SUMO	Ecoli viability	phage Ecoli inh	HTR5A inv ag	PKA-R1A act	DAGLB inh	CDK5 p35 inh
O=C1CC(C(=O)Nc2ccccc2)C2(CCCC2)O1 (stereo not drawn)	-0.7	13	3	0	2	2.1	0.1	-8	-4	-3	-0.7
CCC1(C)Cc2c(C#N)c(N)sc(=S)c2CO1 (stereo not drawn)	1.0	27	-2	-1	-14	0.7	-1.9	-38	-12	1	-3.0
O=C(CN1C(=O)CS/C1=C\c1nc(-c2ccc(Cl)cc2)cs1)Nc1cccnc1Cl	1.2	-2	5	-2	12	1.5	3.7	-12	-1	2	-0.6
Cc1ccc(C(=O)Nc2cccnc2N2CCN(C)CC2)cc1	1.4	0	0	0	-2	0.0	4.0	1	-1	-3	-1.9
Cc1ccccc1-n1c(SCC(=O)O)nc2sc3c(c2c1=O)CCCC3	-0.3	-13	-1	-4	-12	-2.3	1.6	2	-5	5	-0.1
N#Cc1cccnc1N1CCN(C(=O)COCC(=O)O)CC1	-1.6	5	-1	-11	14	2.0	1.4	-25	-11	-6	-1.2
COc1ccc(S(=O)(=O)N(CCN2CCOCC2)Cc2cc(OC)ccc2OC)cc1	-0.7	-5	1	0	-22	-1.3	2.5	-13	0	-1	1.4
CCn1c(SCC(=O)OC)nnc1-c1ccc(C)cc1	-0.1	3	0	-6	0	-0.8	-2.6	0	-13	3	2.0
O=C(Nc1ccc(Cl)cc1)Nc1nnc(SCc2ccccc2)s1	1.7	-6	0	-3	·	1.1	7.9	7	-7	-4	0.0
O=C(Nc1c(F)cccc1F)c1cnc(N2CCN(c3ccccn3)CC2)c2ccccc12	-3.4	-3	5	2	6	-0.7	2.9	-42	-7	4	0.2
N#Cc1ccc(Oc2ccc(-c3nc4ccccc4nc3-c3ccccc3)cc2)cc1C#N	1.3	-8	-4	-12	-2	1.9	4.3	11	3	-3	-0.8
CCN=C1SC(C(=O)Nc2cccc(C)c2)CC(=O)N1CC (stereo not drawn)	2.4	-9	2	-2	71	-1.7	-0.3	2	-3	-15	-0.2
O=C(Nc1ncc2c(n1)-c1ccccc1CC2)C1CC1	2.0	-5	-1	-8	1	1.4	2.4	3	-10	2	0.6
COc1cc(/C=N\NC(=O)CNC(=O)c2cccc([N+](=O)[O-])c2)ccc1O	-0.9	-14	-2	-4	128	-0.6	1.1	10	4	1	1.8
Cc1cc(C(=O)NCCc2ccccc2)c2cc(F)ccc2n1	3.7	-2	-1	-2	-5	2.2	3.0	4	8	-2	-1.4
C#C[C@]1(O)CC[C@H]2[C@@H]3CCC4=Cc5oncc5C[C@]4(C)[C@H]3CC[C@@]21C	-0.8	4	2	-4	362	-0.7	3.2	0	-5	-8	1.3
CC1Cc2ccccc2N1C(=O)c1nn(C)cc1Br (stereo not drawn)	7.1	-2	-5	-1	-3	1.2	2.3	-1	1	1	1.3
Cc1ccc(C(=O)NN2C(=O)C3C4c5ccccc5C(c5ccccc54)[C@@H]3C2=O)cc1 (stereo partly drawn)	1.3	-3	-3	7	-17	-2.4	2.4	7	-5	-1	-1.4
CCOc1ccc(CCNC(=O)C2CCN(c3nn4c(=O)cc(C)nc4s3)CC2)cc1	-2.9	5	3	2	4	0.3	1.1	-11	-3	1	1.8
O=C1C2C3CCC(O3)C2C(=O)N1c1cccc(O)c1 (stereo not drawn)	2.3	-13	-2	5	-5	5.1	2.1	9	2	-3	0.8
Cc1cccc(NC(=O)C(C)OC(=O)c2ccccc2NS(=O)(=O)c2cc(C)c(C)c([N+](=O)[O-])c2)c1 (stereo not drawn)	4.7	-7	1	-7	5	-0.7	2.5	13	-3	-7	-2.9
CCS(=O)(=O)N1CCC(C(=O)N2CCN(Cc3ccccc3)CC2)CC1	-0.7	4	0	-14	-1	0.3	0.5	-1	-3	-3	2.8
Cc1ccc(C)c(NC(=O)CN2C(=O)NC(CCc3ccccc3)C2=O)c1 (stereo not drawn)	-1.9	2	1	-16	-9	2.0	2.4	-5	-4	-1	-1.0
COc1ccc(NC(=O)CCc2nc3ccccc3c(=O)[nH]2)cc1S(=O)(=O)N1CCCCC1	-2.7	4	1	-8	-1	-1.9	2.1	-2	3	0	0.4
O=C(O)CCCN1C(=O)/C(=C/C=C/c2ccco2)SC1=S	-1.4	-6	-6	-5	-8	1.3	-0.3	-4	-5	7	-4.6
COc1ccc(CC(=O)OCC(=O)NC2CCCC(C)C2C)cc1 (stereo not drawn)	-1.1	7	1	-3	3	1.7	2.5	-4	-8	1	1.2
O=C(N/C=N/OCc1ccc(Cl)cc1Cl)NOCc1c(Cl)cccc1Cl	3.2	6	-5	-1	-15	-1.0	0.8	14	-2	-7	0.0
CCOC(=O)CSC1=C(C#N)C(c2ccccc2OCC)C(C#N)C(=O)N1 (stereo not drawn)	-0.1	3	-1	6	3	-0.4	-0.6	24	-8	0	1.7
O=C(Nc1ccncc1)C1CCN(S(=O)(=O)c2ccc(Cl)c(C(F)(F)F)c2)CC1	0.9	5	0	-8	-6	2.3	3.1	0	-7	-1	1.7
CC[C@]12C(=O)N(C)C[C@H]([C@@H]3C(=O)N(C)C(=O)[C@@H]31)N2C(=O)c1ccc(Br)cc1	·	4	1	-5	·	·	0.6	6	-5	-2	0.5
Cc1cc(=O)[nH]c2[nH][nH]c(=O)c12	·	-4	1	3	·	·	2.2	-2	-3	0	1.4
COC(=O)C1=NN(C(=O)c2ccc(Br)cc2)C(O)(C(C)(C)C)C1 (stereo not drawn)	·	1	-5	-8	·	·	-1.4	12	1	4	-8.7
COc1cc2c(cc1OC)C(=O)N1[C@H]3c4ccccc4OC[C@@H]3[C@H](c3ccccc3)[C@]1(C)C(=O)N2	2.8	-12	0	0	183	0.0	5.3	-1	0	1	-0.1
Cc1ccnc(NS(=O)(=O)c2ccc(NC(=O)c3oc4ccccc4c3C)cc2)n1	-1.8	1	4	-3	-8	0.8	1.2	-9	-4	4	0.6
Cc1nn(C)cc1/C=C1\CCC/C(=C\c2cn(C)nc2C)C1=O	0.7	3	3	-2	-4	-0.8	1.1	9	1	-1	1.7
Nc1nc(SCC(=O)Nc2ncc(Cl)cc2Cl)n[nH]1	0.6	-2	-2	3	-7	0.0	2.0	7	-1	1	0.0
NC(=O)C(c1ccccn1)c1ncc(C(F)(F)F)cc1Cl (stereo not drawn)	-0.5	-4	4	-9	-1	0.6	4.5	-9	-10	-5	0.0
COc1ccc2c(-c3ccccc3)cc3nnnn3c2c1	-0.9	-7	7	0	-10	-0.4	1.1	-17	-15	-1	-0.1
O=C(C1Cc2ccccc2CN1S(=O)(=O)c1ccc(F)cc1)N1CCCCCC1 (stereo not drawn)	2.1	0	-2	4	-12	1.5	2.3	7	1	-2	-1.1
COc1ccccc1NS(=O)(=O)c1cn(C)cn1	1.9	-5	1	-3	76	1.9	3.7	-2	3	0	0.8
COc1ccc(C(=O)NCc2cccnc2)cc1S(=O)(=O)N1CCCc2ccccc21	-0.2	-14	-3	-13	-7	0.6	0.9	7	4	-3	-2.1
COc1ccc(C(=O)Nc2ccc(O)cc2C(=O)O)cc1	3.4	5	3	0	4	0.6	2.9	-9	-3	-1	0.6
Cc1ncc(CO)c2c1Oc1nc(-c3ccccc3)nc(SCC(=O)N3CCOCC3)c1C2	0.6	-2	4	-7	297	-1.1	0.8	4	8	0	1.4
OCc1ccc(N=Nc2ccccc2)cc1	1.6	5	-3	5	14	1.1	1.5	-21	-4	4	-3.9
O=C(N1CCN(CCO)CC1)N1c2ccccc2C=Cc2ccccc21	2.4	8	-1	0	2	-0.8	1.5	3	-4	0	1.1
COc1ccccc1C1C2=C(CCCC2=O)N(CC(=O)O)C2=C1C(=O)CCC2	5.3	-5	-1	-2	0	1.0	2.5	2	0	0	0.0
Fc1ccc(/C=N/n2c(C3CCCCC3)n[nH]c2=S)cc1	-1.5	9	6	-5	89	0.5	-0.1	-23	-4	1	3.5
COc1ccc(-c2noc(N3CCC(C(=O)Nc4ccc(F)cc4)CC3)n2)cc1	-0.3	-1	-2	18	4	-0.4	2.1	-18	-9	-5	-2.6

Screening data (PubChem BioAssay)
